PTHR1 ag = agonists of human PTHR1 parathyroid hormone receptor | HEK293 GP2 PTHR1 cells, GloSensor cAMP luminescence, 1 h | Potency, µM (doses to about 115 µM), without a hit: top-dose activation, most hits filed as activators | actives 0.075% (n = 410,000) | AID 743266; also: potency is read from the fitted curve at half-maximal effect; nearly all actives have a fitted effect of over 55% in size; some results filed as inactive show a strong effect at the top dose; inactives centre near -15; many of its hits are not listed in these tables
Target sequence (Q03431 whole entry, looked up): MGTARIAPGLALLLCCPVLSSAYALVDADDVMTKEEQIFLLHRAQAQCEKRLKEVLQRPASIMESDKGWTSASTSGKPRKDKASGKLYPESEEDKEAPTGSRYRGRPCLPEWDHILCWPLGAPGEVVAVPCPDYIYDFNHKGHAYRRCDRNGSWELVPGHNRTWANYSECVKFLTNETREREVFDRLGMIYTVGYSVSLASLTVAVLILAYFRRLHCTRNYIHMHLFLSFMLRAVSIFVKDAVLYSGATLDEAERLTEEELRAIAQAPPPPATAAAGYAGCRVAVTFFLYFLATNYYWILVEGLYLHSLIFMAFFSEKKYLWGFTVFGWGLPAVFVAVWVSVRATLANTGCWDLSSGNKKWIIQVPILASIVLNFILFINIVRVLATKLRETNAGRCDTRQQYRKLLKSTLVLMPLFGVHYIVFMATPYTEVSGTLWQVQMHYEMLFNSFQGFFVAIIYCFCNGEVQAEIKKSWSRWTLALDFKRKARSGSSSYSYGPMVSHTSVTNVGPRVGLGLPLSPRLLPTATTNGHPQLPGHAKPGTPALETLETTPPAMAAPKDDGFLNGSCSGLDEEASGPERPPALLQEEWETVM
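HEK-293-derived GP2 cells expressing PTHR1 and a GloSensor cAMP reporter, 3,000/well, plated overnight, given luciferin plus IBMX (each 0.5 mM as added) for 1 h at 37 °C, then compound for 1 h at 37 °C. Luminescence was read after 15 min at room temperature.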
TDP-43 yeast inh = inhibitors of TDP-43 toxicity in yeast | Potency, µM (doses to about 46.1 µM), inactives show at the top dose growth rescue (activation), actives largely listed as activators | TDP-43 expressing yeast growth rescue, BacTiter-Glo, 24 h | AID 652104 | actives 1.8% (n = 410,000); also: potency is read from the fitted curve at half-maximal effect; % of control where 0% means no effect; nearly all actives have a fitted effect of over 50% in size
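Luminescence from BacTiter-Glo reports growth of TDP-43-expressing yeast after 24 hr at 30 deg C with compound. Cells were raffinose-pregrown to mid-log, then seeded in galactose medium at OD600=0.02.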
aSyn rescue = rescues yeast growth from alpha-synuclein toxicity; Yeast expressing alpha-synuclein, growth rescue, BacTiter-Glo, 24 h; Potency, µM (titrated, usually from 46.1 µM), for the others: at the top dose growth rescue (activation), actives largely listed as activators; actives 0.14% (n = 370,000); also: potency is read from the fitted curve at half-maximal effect; % of control where 0% means no effect; nearly all actives have a fitted effect of over 65% in size
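Screening used galactose-induced yeast with toxic alpha-synuclein levels, exposed to compound for 24 hr at 30 deg C. Cell growth, read with BacTiter-Glo luminescence, gave the measured signal.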
GLP1R inv ag = acts as inverse agonist at human GLP-1 receptor; P43220; HEK293 GLP-1R CRE-luciferase, luminescence, 24 h; GLP-1R form is constitutively active; Potency, µM (series often up to 38.3 µM), for inactives: top-dose activity change, negative = inhibition, hits mostly inhibitors; actives 1.6% (n = 410,000); AID 624417; also: potency is read from the fitted curve at half-maximal effect; % is scaled to controls: 0 for no effect and ±100 for the full control effect; nearly all actives have a fitted effect of over 55% in size
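Cells are plated, allowed 12 hours at 37 deg C, then treated with compounds for 24 hr before luciferase detection reagent is added and luminescence is read after 12 min at room temperature. The HEK293 line carries constitutively active GLP-1R with a cAMP-responsive reporter.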
D3 ag = D3 dopamine receptor (human) agonism; D3R DiscoveRx beta-arrestin cells, luminescence, 90 min; max activation, %; actives 0.58% (n = 410,000); in the data active = max activation above about 30%; also: 0% is about no effect; mostly tested at two doses, the higher about 12 µM
Target sequence (P35462 whole entry, looked up): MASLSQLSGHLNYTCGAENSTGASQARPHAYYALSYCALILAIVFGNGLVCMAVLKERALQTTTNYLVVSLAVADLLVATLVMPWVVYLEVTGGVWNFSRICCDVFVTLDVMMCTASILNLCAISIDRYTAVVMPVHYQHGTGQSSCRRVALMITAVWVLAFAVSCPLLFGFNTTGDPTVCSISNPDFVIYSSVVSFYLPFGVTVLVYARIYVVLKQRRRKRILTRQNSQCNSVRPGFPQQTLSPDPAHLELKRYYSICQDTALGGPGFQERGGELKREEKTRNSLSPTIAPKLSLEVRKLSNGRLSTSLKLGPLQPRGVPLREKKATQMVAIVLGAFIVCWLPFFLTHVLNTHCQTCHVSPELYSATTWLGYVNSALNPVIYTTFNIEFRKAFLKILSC
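Agonist mode: compounds and dopamine controls were applied to plated cells for 90 min at 37 degrees C after an overnight attachment at 1500 cells/well. Luminescent read-out followed 30 - 60 minutes at room temperature with DiscoveRx detection reagent.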
GLP1R ag = activates the human GLP-1 receptor | actives 0.007% (n = 380,000) | P43220 | HEK293 GLP-1R CRE-luciferase, luminescence, 4-6 h; cells express a hypersensitive GLP-1R form | Potency, µM (series often up to 45.6 µM), for the others: top-dose activation, actives largely listed as activators; also: potency is read from the fitted curve at half-maximal effect; % of control where 0% means no effect
HEK293 tox = cytotoxicity in counter-screen for GLP-1R inverse agonists | HEK293 cAMP-luciferase reporter cells, luminescence, 24 h | Potency, µM (series often up to 38.3 µM), for the others: top-dose activity change, negative = inhibition, usual class: inhibitors | actives 0.13% (n = 410,000) | AID 624418;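 also: loss of luciferase light is scored as toxicity; potency is read from the fitted curve at half-maximal effect; % is scaled to controls: 0 for no effect and ±100 for the full control effect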
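To flag toxic compounds, the library was rerun on cells for 24 hr at 37 deg C and 5% CO2. Viability-linked luminescence was captured 12 min after adding luciferase detection reagent.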
KB-V1 cytotox = KB-V1 MDR subline cytotoxicity; KB-V1 MDR cells viability, CellTiter-Glo, 72 h; Potency, µM (doses to about 46.1 µM), for inactives: at the highest dose activity change, negative = cytotoxicity, actives largely listed as cytotoxic; actives 3.4% (n = 400,000); also: potency is read from the fitted curve at half-maximal effect; % is scaled to controls: 0 for no effect and ±100 for the full control effect; nearly all actives have a fitted effect of over 60% in size
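KB-V1 MDR subline cells in DMEM (phenol-red free, 10% FBS) exposed to compounds in qHTS concentration series for 72 h at 37 degrees C. Viability read by CellTiter-Glo luminescence; concentration-effect curves fitted after normalization and correction.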
DRD3 antagonist = D3 dopamine receptor (human) antagonism. P35462. D3R cells, DiscoveRx beta-arrestin luminescence, antagonist mode; hits give low values. max response, negative = inhibition, %. actives 2.5% (n = 360,000). AID 652054; in the data active = max response below about -50%; inconclusive = no clear call, values can overlap the other calls; also: % is scaled to controls: 0 for no effect and ±100 for the full control effect; mostly tested at two doses, the higher about 12 µM
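Cells expressing the human receptor were seeded at 1500 cells/well, incubated overnight at 37 degrees C in 5% CO2, then exposed to library compounds with dopamine controls for 90 minutes at 37 degrees C before luminescent detection.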
Active calls of the source: *; i = inactive; ? = inconclusive; / = not tested or not shown; [ ] = another dose, or the depositor's remark. Unless noted, calls follow the shape of the dose curve; as a rule, active = well fitted curve in the direction sought with a large enough effect; inconclusive = small, poorly fitted or top-dose-only effect, or another doubt; inactive = no such curve, though single readings can be large; an effect the other way counts as inactive or inconclusive.

entry	structure	PTHR1 ag	TDP-43 yeast inh	aSyn rescue	GLP1R inv ag	D3 ag	GLP1R ag	HEK293 tox	KB-V1 cytotox	DRD3 antagonist
1	COc1cc(/C=C2/SC(=O)N(Cc3ccccc3)C2=O)ccc1OCc1ccncc1	-26.0%[57.5 µM]	-2.2%	7.2%	2.3%	-3.8	15.1%	8.1%	-4.3%	0.0
2	O=C(CN1C(=O)CC(c2ccccc2)S(=O)(=O)c2ccccc21)N1CCCCC1 (stereo not drawn)	-4.5%	2.2%	-6.0%	-12.7%	-10.6	3.8%	-1.2%	-19.1%	-14.7
3	COc1ccc(-c2ccc(C(=O)O)o2)c([N+](=O)[O-])c1	-15.5%	-16.8%	-16.7%	2.8%	4.6	-1.5%	0.6%	-5.1%	?
4	CCC(Sc1nc(-c2ccccc2F)nc2c1Cc1c(CO)cnc(C)c1O2)C(=O)Nc1cc(C)ccc1C (stereo not drawn)	?	22.5%	/	3.1%	6.4	/	2.0%	25.0%	/
5	CCCCNc1ccc(S(=O)(=O)c2cccc([N+](=O)[O-])c2)cc1[N+](=O)[O-]	i	12.5%	1.7%	4.7%	0.9	-1.2%	-5.5%	4.5%	3.6
6	COc1ccccc1C(=O)NC(=O)Nc1c(C)cc(C)cc1C	-35.7%[inhibitor]	?	4.7%	?	4.5	16.5%	1.8%	-2.7%	11.4
7	O=C(NCC1CCCO1)c1cc2nc(-c3ccco3)cc(C(F)(F)Cl)n2n1 (stereo not drawn)	i	3.3%	1.2%	23.0%	6.5	-2.6%	0.0%	-10.6%	22.5
8	CCCCNc1c(-c2ccc(SC(C)CC)c(OC)c2)nc2ccc(C)cn12 (stereo not drawn)	-56.7%[inhibitor]	-93.3%[inhibitor]	-64.7%[inhibitor]	?	55.3*	-2.6%	-9.5%	?	65.6
9	COc1ccc(N2CC(NS(=O)(=O)c3cccs3)CC2=O)cc1 (stereo not drawn)	i	0.0%	-1.3%	-10.6%	4.1	15.5%	-10.1%	1.0%	3.3
10	COc1ccc(S(=O)(=O)N2CCOCC2)cc1NC(=O)CSc1ccc(F)cc1	-50.4%[inhibitor]	5.8%	0.1%	6.0%	0.2	-5.9%	0.4%	1.2%	-19.5
11	COc1ccccc1N1CCN(C(=O)/C=C/c2cccs2)CC1	i	0.5%	1.8%	8.5%	1.1	0.2%	-8.9%	?	2.0
12	COc1ccc(C(=O)OCC(=O)N2C(C)CCCC2C)cc1[N+](=O)[O-] (stereo not drawn)	i	/	1.9%	2.5%	12.9	13.7%	-5.4%	-9.4%	-3.0
13	CCOc1ccc(OCCC(=O)OCC(=O)NCc2ccccc2)cc1	i	-4.0%	16.0%	12.2%	-11.4	-4.6%	11.3%	?	-6.0
14	CSCCCN1CCCC(CO)(Cc2ccc(F)cc2)C1 (stereo not drawn)	i	14.6%	1.8%	?	-5.6	0.0%	5.7%	-16.8%	0.0
15	CN(c1ccccc1)S(=O)(=O)c1cccc(NC(=O)CN2CCCc3ccccc32)c1	-6.9%	-0.3%	20.9%	?	0.1	13.6%	2.0%	-11.5%	14.0
16	COc1ccc2[nH]c3c(=O)n(CCCCCC(=O)NCCC(C)C)c(=S)[nH]c3c2c1	-28.4%	6.5%	-4.1%	3.8%	-2.5	-4.3%	-13.5%	?	-0.5
17	COc1cc(-c2noc(CCCC(=O)Nc3cccnc3)n2)cc(OC)c1OC	i	7.3%	2.2%	11.4%	-0.1	18.7%	-3.9%	?	5.0
18	O=C(O)CC/C(=N/Nc1ncc(C(F)(F)F)cc1Cl)C(=O)O	i	-3.5%	-8.4%	10.1%	1.6	1.4%	2.0%	0.9%	2.6
19	Fc1cc(F)c2nc(N3CCCC3)sc2c1	-21.9%	-8.3%	7.1%	21.1%	0.8	6.8%	-2.1%	4.4%	4.3
20	COCCCn1c(=N)c(C(=O)NC2CCCC2)cc2c(=O)n3cc(C)ccc3nc21	i	8.7%	/	16.1%	-5.8	-2.3%	123.9%[activator]	?	/
21	Cc1ccccc1N1CC(C(=O)Nc2ccc3c(c2)OCO3)CC1=O (stereo not drawn)	i	-6.8%	0.3%	10.3%	-1.0	4.4%	6.0%	-1.0%	5.8
22	CCc1ccc(NC2=CC(=O)C(=O)c3ccccc32)cc1	-37.4%[inhibitor]	?	-11.9%	-3.6%	-9.2	-16.8%	-12.6%	16.4µM*	-0.1
23	COc1ccc(CCn2c3c(c(=O)[nH]c2=O)C(NC(=O)c2cccs2)(C(F)(F)F)C(=O)N3)cc1OC (stereo not drawn)	i	13.0%	0.8%	6.9%	2.3	-4.5%	2.2%	1.4%	-5.2
24	N/C(=N\OC(=O)c1cc(Br)ccc1Cl)c1ccccn1	-20.1%	-90.0%[inhibitor]	-17.8%	?	14.3	14.6%	-4.4%	-22.5%	-14.7
25	CCNC(=O)C1CCCN(c2ncnc3onc(C)c23)C1 (stereo not drawn)	-13.8%	8.6%	/	3.3%	7.4	/	3.7%	9.7%	/
26	O=C(NCCc1c[nH]c2ccccc12)c1ccc(S(=O)(=O)NCc2ccco2)cc1	-2.8%[57.5 µM]	-8.5%	-2.1%	?	-2.9	-4.0%	-10.9%	0.4%	19.9
27	Cc1cc(S(=O)(=O)NC2CCCC2)ccc1F	i	13.8%	-2.3%	?	-3.0	10.5%	12.2%	2.7%	-22.9
28	Cc1ccc2c(C)nc(Nc3nc(CSc4nnc(C)s4)cc(=O)[nH]3)nc2c1	-8.2%[57.5 µM]	-1.1%	2.2%	0.0%	4.6	-0.4%	-7.4%	-12.8%	-26.8
29	CC(=O)c1c(C)[nH]c(C(=O)Nc2cccnc2)c1C	i	2.7%	-2.9%	4.5%	2.4	-12.0%	-11.6%	-17.7%	?
30	Cc1ccc(OCCCSc2nc(-c3ccc(C(C)(C)C)cc3)nc3cc(=O)[nH]n23)cc1C	i	15.3%	/	10.8%	33.4*	/	1.7%	-16.1%	/
31	CC(CCN1CCN=C1Nc1ccccc1)c1ccccc1 (stereo not drawn)	-15.6%	6.7%	-3.0%	-29.0%	-54.8	5.8%	9.7%	-10.3%	-12.8
32	COc1cc(C)c(CN2CCN(S(=O)(=O)c3ccc(Cl)s3)CC2)cc1OC	-72.0%[inhibitor]	9.3%	-3.4%	?	4.8	12.8%	0.4%	?	35.6
33	COc1ccc(C(C)NC(=O)Cc2cccs2)cc1OC (stereo not drawn)	29.6%	9.7%	-0.9%	21.7%	1.7	-1.2%	1.3%	-12.6%	1.3
34	COc1ccc2[nH]c(C)c(CCN(Cc3cccs3)C(=S)Nc3cccc(F)c3)c2c1	-28.4%	0.0%	8.2%	?	2.2	0.9%	?	?	23.3
35	COC(=O)CSc1nnc(CNC(=O)c2cccs2)n1-c1cc(OC)ccc1OC	-0.3%[57.5 µM]	-21.3%	1.2%	0.0%	-7.0	-16.7%	1.6%	6.3%	?
36	Cc1ccc(-c2nnc(N3CC(C)OC(C)C3)c3ccccc23)cc1 (stereo not drawn)	i	-12.7%	8.3%	?	-10.2	15.1%	0.4%	16.6%	-12.6
37	O=C(CSc1ccc(Cl)cc1)Nc1nnc(-c2cccc([N+](=O)[O-])c2)s1	i	15.8%	10.8%	15.5%	2.2	5.1%	0.3%	11.1%	21.3
38	CCOC(=O)c1ccccc1NC(=O)C1CC(=O)N(C2CCCC2)C1 (stereo not drawn)	0.0%	-13.1%	2.6%	-6.1%	-2.6	1.1%	0.0%	0.0%	5.1
39	Cc1cc(C(=O)COC(=O)c2nn(C)c(=O)c3ccccc23)c(C)n1C	i	-20.7%	0.1%	13.1%	3.1	3.3%	?	3.1%	2.1
40	COCCCN(C(=O)Nc1ccc(C)c(C)c1)C(C)c1ccccn1 (stereo not drawn)	7.1%	21.0%	-2.1%	5.3%	3.3	7.7%	2.3%	-1.0%	-13.3
41	O=C(Nc1ccc(S(=O)(=O)Nc2nccc(C3Cc4ccccc4C(=O)O3)n2)cc1)c1ccccc1 (stereo not drawn)	-2.9%[57.5 µM]	9.5%	-1.2%	10.0%	-11.9	-0.2%	5.0%	0.0%	-22.7
42	CN(C)c1ccc(P(=O)(OC2CCCCC2)C(O)c2ccccn2)cc1 (stereo not drawn)	-21.9%	-15.1%	-5.0%	12.5%	0.2	-2.5%	1.8%	-14.7%	-16.0
43	CCC(c1nnnn1-c1ccc2c(c1)OCCO2)N1CCN(c2ccc(C)cc2)CC1 (stereo not drawn)	-23.2%	29.3%	12.3%	-25.5%	-2.4	9.7%	0.1%	-21.8%	-23.9
44	COc1ccc(NC(=O)CC2C(=O)N(c3ccc(Cl)cc3)C(=S)N2NC(=O)c2cccc(F)c2)cc1 (stereo not drawn)	-4.7%	4.9%	0.2%	?	-14.0	-42.0%[inhibitor]	-27.1%	?	-7.0
45	CCN1C(=O)[C@H]2[C@@H](c3ccc(C)cc3)N[C@]3(CCCN(Cc4ccccc4)C3=O)[C@H]2C1=O	-24.1%	22.6%	-4.7%	16.0%	-9.0	?	4.9%	-9.0%	-17.1
46	O=C(c1ccc(Cl)c(S(=O)(=O)N2CCCCCC2)c1)N1CCOCC1	i	-4.8%[9.22 µM]	-5.1%	-3.9%[7.66 µM]	-7.5	4.5%	1.2%[7.66 µM]	0.0%	-12.7
47	O=C(O)/C=C\c1cccc(-n2nnnc2SCc2ccccc2F)c1	15.2%	13.7%	9.6%	32.0%[activator]	8.9	-5.4%	2.1%	?	4.7
48	O=C(CSc1nc(-c2cccs2)nc2cc(=O)[nH]n12)Nc1cccc(C(F)(F)F)c1	-31.9%[inhibitor]	-6.6%	/	?	-0.3	/	0.6%	-23.6%	/
49	COc1ccc(C2c3c(oc4ccc(C)cc4c3=O)C(=O)N2CCCN2CCOCC2)cc1OC (stereo not drawn)	i	9.8%	/	3.7%	0.9	/	-4.5%	/	/
50	COc1ccc(-c2cc(C(=O)N/N=C/c3cc(OC)c(OC)cc3OC)c3ccccc3n2)cc1	i	14.3%	0.9%	4.1%	10.4	-2.3%	-10.3%	-13.3%	20.5

An excerpt; rates above refer to the full screens.
